PAFAH1B2 inh: PAFAH1B2 (human) inhibition; P68402; recombinant PAFAH1B2, FP-rhodamine activity probe, fluorescence polarization; inhibition, % at 3.39 µM; 340,000 compounds, 1.2% hits; AID 492953;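 active means inhibition above the mean of all tested compounds plus 3 SD, cut at about 24% in these data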;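 further: 0% = enzyme with DMSO and 100% = wells lacking PAFAH1B2; many of its hits are not listed in these tables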
PAD4 inh: PAD4 (human) enzyme inhibition. Q9UM07. recombinant PAD4, RCA probe fluorescence polarization. inhibition, % at 6.36 µM. 330,000 compounds, 0.41% hits;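 active means percent inhibition above a cutoff equal to the mean of all tested compounds plus 3 SD, cut at about 15% in these data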;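 further: 0% = PAD4 with RCA probe and DMSO and 100% = probe without PAD4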
Target sequence (Q9UM07 whole entry, looked up): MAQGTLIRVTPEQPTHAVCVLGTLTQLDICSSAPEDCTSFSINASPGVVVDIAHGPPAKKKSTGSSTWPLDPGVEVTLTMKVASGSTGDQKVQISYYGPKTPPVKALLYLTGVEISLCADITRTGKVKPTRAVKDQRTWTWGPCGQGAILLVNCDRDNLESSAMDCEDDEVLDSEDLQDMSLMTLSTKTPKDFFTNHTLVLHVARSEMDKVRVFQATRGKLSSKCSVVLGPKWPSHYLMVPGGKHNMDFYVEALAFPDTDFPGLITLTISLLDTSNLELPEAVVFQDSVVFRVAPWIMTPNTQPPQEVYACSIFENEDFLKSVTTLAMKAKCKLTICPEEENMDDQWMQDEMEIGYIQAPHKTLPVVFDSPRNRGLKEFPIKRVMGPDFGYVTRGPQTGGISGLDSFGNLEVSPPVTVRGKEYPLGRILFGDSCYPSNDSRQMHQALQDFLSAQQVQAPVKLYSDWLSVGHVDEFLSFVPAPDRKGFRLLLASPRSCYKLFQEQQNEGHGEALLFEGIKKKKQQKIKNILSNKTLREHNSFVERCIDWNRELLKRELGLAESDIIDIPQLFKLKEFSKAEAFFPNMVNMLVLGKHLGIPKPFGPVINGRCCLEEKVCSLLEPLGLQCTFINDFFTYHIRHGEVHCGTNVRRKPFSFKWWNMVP
LYPLA2 counter: LYPLA2 (human) inhibition in PME1 counter-screen; AID 2177; recombinant LYPLA2, FP-Rh probe fluorescence polarization; inhibition, % at 5.9 µM; O95372; 320,000 compounds, 0.38% hits;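 active means inhibition above the screen-wide mean plus 3 SD, limit set per campaign, cut at about 26% in these data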;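 further: 0% = LYPLA2 with DMSO and 100% = wells lacking LYPLA2 enzyme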
PAFAH2 FP inh: inhibitors of human PAFAH2; 340,000 compounds, 0.99% hits; Q99487; recombinant PAFAH2, FP-rhodamine activity probe, fluorescence polarization; inhibition, % at 3.39 µM;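 active means inhibition above the mean over all tested compounds plus 3 SD, cut at about 30% in these data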;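 further: inhibitors block probe labeling of enzyme so polarization drops; 0% = enzyme with DMSO and 100% = wells lacking PAFAH2 protein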
LYPLA1 counter: counter-screen for PME1 inhibitors: inhibitors of human LYPLA1. O75608. 320,000 compounds, 0.16% hits. recombinant LYPLA1, FP-Rh probe fluorescence polarization. inhibition, % at 5.9 µM. AID 2174;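 active means inhibition above the mean of all tested compounds plus 3 SD, set per campaign, cut at about 14% in these data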;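 further: inhibitors block serine hydrolase probe labeling of LYPLA1 so polarization falls; 0% = enzyme with DMSO and 100% = wells lacking LYPLA1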
GSTO1 counter: blocks human GSTO1 in RBBP9 counter-screen. P78417. recombinant GSTO1, activity-based probe fluorescence polarization. inhibition, % at 5.96 µM. 300,000 compounds, 1.1% hits. AID 1974;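 active means inhibition above the campaign mean inhibition plus 3 SD, cut at about 35% in these data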;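 further: 0% = GSTO1-1 with DMSO and 100% = wells lacking GSTO1-1 enzyme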
PREPL inhibitor: human PREPL enzyme inhibition | inhibition, % at 5.96 µM | recombinant PREPL, fluorescence polarization activity-based probe | AID 2751 | 320,000 compounds, 0.68% hits; in the data active means inhibition above about 43%;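 further: 0% = enzyme with DMSO and 100% = wells lacking enzyme; many of its hits are not listed in these tables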
PAFAH1B3 inh: blocks human PAF acetylhydrolase 1B catalytic subunit 3; Q15102; recombinant PAFAH1B3, FP-rhodamine probe, fluorescence polarization; inhibition, % at 3.39 µM; 340,000 compounds, 0.28% hits; AID 492972;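 active means inhibition above the screen-wide average of all tested compounds plus 3 SD, cut at about 25% in these data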;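 further: 0% = enzyme with DMSO only and 100% = wells lacking PAFAH1B3 protein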
Target sequence (Q15102 whole entry, looked up): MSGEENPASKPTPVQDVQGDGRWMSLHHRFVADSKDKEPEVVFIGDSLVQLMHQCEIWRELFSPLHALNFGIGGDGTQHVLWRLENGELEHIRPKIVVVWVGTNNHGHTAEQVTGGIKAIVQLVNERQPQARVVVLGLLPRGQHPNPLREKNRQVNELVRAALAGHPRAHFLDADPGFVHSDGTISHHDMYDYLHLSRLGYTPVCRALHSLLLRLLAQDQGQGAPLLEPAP
pPAFAH inh: pPAFAH (human) enzyme inhibition. 330,000 compounds, 1.5% hits. inhibition, % at 3.39 µM. recombinant pPAFAH, FP-rhodamine probe fluorescence polarization. Q13093;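 active means inhibition above the mean inhibition across the screen plus 3 SD, cut at about 25% in these data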;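 further: inhibitors block binding of the rhodamine activity-based probe so polarization drops; 0% = enzyme with DMSO and 100% = wells lacking pPAFAH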
The depositor's hits bear a star; x = no result given. This is a subset. The share of hits here may be higher or lower than overall.

SMILES | PAFAH1B2 inh | PAD4 inh | LYPLA2 counter | PAFAH2 FP inh | LYPLA1 counter | GSTO1 counter | PREPL inhibitor | PAFAH1B3 inh | pPAFAH inh
Cc1cc(Cn2nnnc2-c2ccncc2)cc(C)c1O | 4 | -5 | -1 | 1 | 3 | 16 | -4 | 3 | -1
Cc1ccc(/C=C/C(=O)c2cc(Br)ccc2OC(=O)c2ccco2)cc1 | -6 | 3 | -9 | 1 | 5 | -2 | 19 | -5 | -3
Cc1cc(NC(=O)c2ccc(S(=O)(=O)Nc3ccccc3)cc2)no1 | 1 | -2 | 5 | -3 | -4 | 5 | -1 | -8 | 15
CC(C)Cc1nnc(NC(=O)c2cc(S(=O)(=O)N(C)C)ccc2N2CCCC2)s1 | 2 | -1 | -3 | 4 | -2 | 4 | -1 | 5 | 1
COc1ccc(OC)c(NC(=O)CCC(=O)Nc2nnc(C(F)(F)F)s2)c1 | 1 | 2 | 2 | 4 | 0 | 2 | -3 | 9 | 4
CCCCn1c(N)c(N(CCOC)C(=O)Cn2c(=O)oc3ccccc32)c(=O)[nH]c1=O | 2 | 1 | -2 | -2 | 1 | 6 | -3 | 1 | -3
CCCCCCc1c(C)c2ccc(OCC(=O)N[C@@H](Cc3ccccc3)C(=O)O)cc2oc1=O | 13 | -1 | 4 | 16 | -5 | -17 | 3 | 7 | 38*
Cc1ccc(C(=O)OCC(=O)N2CCC(c3ccccc3)=N2)cc1 | 4 | -6 | x | 15 | x | x | 22 | 7 | -1
Cc1c(Cl)cccc1NC(=O)CNC(=O)c1ccc(F)cc1 | 2 | -3 | -1 | -5 | -3 | -3 | -10 | 8 | -8
O=C(O)c1ccc2c(c1)C(=O)N(NC(=O)c1ccccc1)C2=O | -10 | -2 | 7 | -3 | -2 | -1 | 11 | 10 | 4
Nc1cc(Cl)ccc1N1C(=O)CCC1=O | 0 | -4 | -4 | 4 | -3 | 5 | 10 | 6 | -1
COc1cc(S(=O)(=O)N2CCOCC2)ccc1NC(=O)COC(=O)CC12CC3CC(CC(C3)C1)C2 | 0 | 5 | -7 | -1 | -9 | -2 | 6 | 1 | 0
COC(=O)CCC(=O)Nc1sc2c(c1C#N)CCCC2 | 0 | 0 | 4 | 5 | 5 | 3 | 14 | 2 | 1
CCN(CC)C(=O)c1sc2nc(-c3cccs3)cc(-c3cccs3)c2c1N | 1 | -6 | 1 | 8 | 1 | 7 | -17 | -7 | 2
O=C(Nc1ccc2oc(-c3ccncc3)nc2c1)c1cccs1 | 0 | -5 | 12 | 3 | -4 | -2 | -10 | 1 | 2
CCCCOC(=O)c1ccc(NC(=O)c2ocnc2C)cc1 | 1 | -1 | 5 | 0 | 0 | -2 | 3 | 11 | 4
O=S(=O)(Nc1ccc(F)cc1)N1CCCCCC1 | 6 | 2 | 10 | 0 | 1 | 7 | -10 | 7 | 7
Cc1c(CC(=O)O)c(=O)oc2c(C)c3occ(-c4ccccc4)c3cc12 | 11 | 2 | 8 | -1 | -4 | -9 | -11 | 15 | 2
CCc1ccc(OCC2c3cc(OC)c(OC)cc3CCN2C(C)=O)cc1 (centres undefined) | 1 | -6 | 1 | -1 | -5 | -4 | 11 | 2 | -1
CC(C)CN(C1CCS(=O)(=O)C1)S(=O)(=O)c1ccc2ccccc2c1 (centres undefined) | 1 | 1 | 0 | 3 | 3 | 15 | 3 | 2 | 2
COc1ccccc1CNC(=O)CCCn1c(=O)c2ccccc2n(CC(=O)NC2CCCC2)c1=O | 2 | -1 | -3 | 2 | -1 | 6 | 0 | -2 | 5
COC(=O)[C@]1(CC(C)C)N[C@H](c2ccc(-c3ccc(OC)cc3)cc2)[C@@H]2C(=O)N(C)C(=O)[C@@H]21 | 4 | -2 | -2 | 8 | -2 | -14 | 1 | -7 | 4
Clc1ccc(SCCN2CCNCC2)cc1 | 0 | 1 | 11 | 0 | 0 | 5 | 13 | 5 | 1
Clc1ccc(CN2CCC(Cc3ccccc3)CC2)cc1 | 2 | -2 | -5 | -1 | -1 | -2 | -2 | -5 | 2
COc1ccccc1C(=O)NNC(=O)C12CC3CC(CC(C3)C1)C2 | 8 | -1 | -11 | 14 | 0 | 15 | -5 | 7 | 0
CC1CCN(c2ccc(NC(=O)c3ccccc3[N+](=O)[O-])cc2)CC1 | x | -3 | -6 | x | -1 | -4 | 3 | x | 4
COC(=O)c1ccc(C)c(NC(=O)CCNC(=O)c2ccc([N+](=O)[O-])cc2)c1 | 3 | -4 | 5 | -5 | 6 | -1 | 5 | -3 | 29*
COc1ccc(NC(=O)COC(=O)c2cc3c(s2)CCC3)cc1 | -3 | 0 | 0 | 77* | -7 | x | 12 | 4 | 12
COC(=O)c1cccc(NC(=O)CN(c2ccc3c(c2)OCO3)S(C)(=O)=O)c1C | 1 | -8 | -4 | 1 | 1 | 8 | 4 | 11 | -7
Cc1cccc(C)c1OCc1cc(C(=O)NCC2COCCO2)no1 (centres undefined) | 0 | -8 | -3 | -3 | 0 | 0 | -5 | 10 | 6

Marked active in PAFAH2 FP inh (from the list above):
SMILES,PAFAH1B2 inh,PAD4 inh,PAFAH2 FP inh,PREPL inhibitor,PAFAH1B3 inh,pPAFAH inh
COc1ccc(NC(=O)COC(=O)c2cc3c(s2)CCC3)cc1,-3,0,77*,12,4,12

Going on with the list.
SMILES | PAFAH1B2 inh | PAD4 inh | LYPLA2 counter | PAFAH2 FP inh | LYPLA1 counter | GSTO1 counter | PREPL inhibitor | PAFAH1B3 inh | pPAFAH inh
C[N+](C)(C)CCOP(=O)(O)OP(=O)([O-])OC[C@H]1O[C@@H](n2ccc(N)nc2=O)[C@H](O)[C@@H]1O | -1 | 0 | 5 | 3 | 1 | 5 | -8 | 3 | 0
COc1ccc2nc(SC(C(=O)c3ccccc3)c3ccccc3)nc(C)c2c1 (centres undefined) | -4 | 11 | -13 | -4 | -6 | 0 | -7 | -8 | -3
CC12CN3CC(=O)N4CC5(C)CN(CC(C)(C4)C5=O)C(=O)CN(C1)CC(C)(C3)C2=O | 0 | 0 | -1 | 4 | -1 | 2 | 6 | 0 | -4
Cn1c(NC(=O)c2ccccc2)nc2ccccc21 | 8 | -1 | 6 | 5 | 2 | 4 | 7 | 4 | 4
COc1ccc(CCC(=O)OCC(=O)c2ccc[nH]2)cc1OC | -1 | 0 | x | 0 | x | x | 7 | -4 | 8
COc1cccc([C@@H]2CC=C(C(=O)O)[C@H](c3cccc(Cl)c3)N2S(=O)(=O)c2ccc(C)cc2)c1 | 21 | 3 | 2 | 1 | -2 | 0 | -1 | -4 | 3
O=P(CO)(Cc1ccccc1)Cc1ccccc1 | -1 | -2 | -2 | 1 | -1 | -1 | 1 | 12 | 3
COC(=O)c1ccc(NC(=S)NN2CCCCC2c2cccnc2)cc1 (centres undefined) | 9 | 3 | -2 | -10 | -1 | 7 | 6 | 6 | 1
CCOc1ccc2nc(NC(=S)N(C)C)sc2c1 | 3 | 2 | -3 | 19 | -5 | -8 | 5 | 5 | 0
Cc1csc(N/N=C/c2c(F)cccc2Cl)n1 | 1 | -13 | -7 | 6 | -5 | 7 | -3 | 11 | -1
Nc1nc(CSCCO)nc(Nc2ccc(F)cc2)n1 | 3 | -3 | -1 | -2 | 1 | -3 | 4 | 8 | -4
CC1CC(C)CN(C(=O)Cn2c(=O)n(CCCCC(=O)NC3CCCC3)c(=O)c3ccccc32)C1 (centres undefined) | 1 | -1 | -10 | -2 | -6 | 10 | 15 | -7 | -5
COC(=O)c1ccc(COc2cc(O)c3c(c2)OC(C)(C)CC3=O)cc1 | -1 | -2 | 3 | 7 | 1 | 5 | -11 | -1 | 2
COc1cc(-c2nc(CN3CCN(C(=O)c4ccco4)CC3)c(C)o2)ccc1F | -2 | -4 | 3 | 7 | -3 | 1 | 8 | 8 | 1
COc1ccc(NC(=O)/C(C#N)=C/c2ccc(OCCN3CCOCC3)c(OC)c2)c(OC)c1 | 3 | 2 | 0 | -3 | -1 | 0 | 4 | 0 | 2
CCCN1Cc2cccc(C(=O)Nc3ccc4c(c3)OCO4)c2C1=O | 3 | -4 | 2 | 4 | 3 | 5 | 13 | 4 | 5
COC(=O)CSc1nc2c(c(C3CC=CCC3)c1C#N)CCC2 (centres undefined) | 1 | -4 | 1 | -7 | 3 | -1 | 9 | -2 | 1
CC(C(=O)Nc1ccc2c(c1)OCCO2)c1ccc([N+](=O)[O-])cc1 (centres undefined) | 10 | 1 | 0 | 6 | 1 | 10 | 2 | -3 | 7
COC(=O)c1ccccc1NC(=O)Oc1ccc(C(C)C)cc1 | 12 | -1 | 1 | 4 | 0 | 10 | 4 | 1 | 0
Cc1ccccc1NC(=O)c1nc2nccc(C)n2n1 | 3 | -3 | -8 | -2 | -5 | -1 | 14 | 0 | -1
Cc1ccc(N(CC(=O)Nc2c(C)n(C)n(-c3ccccc3)c2=O)S(C)(=O)=O)cc1C | 0 | -2 | 4 | 3 | 0 | -3 | 2 | -1 | -1
O=C(NC1=NCCS1)C1Cc2ccccc2CN1C(=O)c1ccccc1 (centres undefined) | 1 | -3 | 1 | -3 | -1 | -2 | 4 | -3 | 1
Oc1ccc(/C=N/Nc2ccc(C(F)(F)F)cn2)cc1 | 2 | -3 | -5 | 5 | -3 | 5 | 9 | 7 | 15
Cc1cc(Br)cc2c(C(=O)NCC3CCCO3)cc(-c3ccccc3)nc12 (centres undefined) | 6 | -2 | 2 | -3 | -2 | -1 | 17 | 6 | -6
COc1ccccc1/C=C(/C(=O)NCCCn1ccnc1)c1ccccc1 | 6 | 4 | -3 | -5 | -4 | 3 | -8 | 6 | 5
OC(CC#CCN1CCCC1)(c1ccccc1)c1ccccc1 | 5 | 6 | -1 | 2 | -2 | 4 | 2 | 7 | 0
CCCOc1ccc(Cc2nn3c(=O)/c(=C/c4ccco4)sc3nc2=O)cc1 | 4 | 1 | 9 | 7 | 4 | 14 | 9 | 9 | 11
CC(=O)Nc1nc(-c2cc([N+](=O)[O-])cs2)cs1 | -1 | -1 | -6 | -14 | -5 | -6 | -6 | 11 | 1
O=C(Nc1ccc(NC(=O)c2cccs2)cc1)c1ccc2c(c1)OCO2 | 3 | 2 | 2 | 4 | 1 | -3 | -8 | 2 | 1
C=CCn1c(C)nnc1SCC(=O)Nc1nc(C)c(C(=O)N(C)C)s1 | 3 | -2 | 4 | -3 | 0 | 2 | 6 | 2 | -3
Cc1cc(NC(=O)CSc2nc(=O)n3cccc(C)c3n2)no1 | 2 | -1 | -3 | -1 | -2 | 1 | 1 | -2 | 0
CCOc1ccc(NC(=O)CN(C)C(=O)CCSc2ccc(F)cc2)cc1OCC | 8 | 1 | 6 | 1 | 2 | x | 18 | 9 | 0
CCO[C@H]1OC(C(=O)NC2CC2)=C[C@@H](c2csc3ccccc23)[C@@H]1CCCO | 1 | 3 | 0 | 8 | 9 | 8 | -6 | 0 | 0
Cc1ccc(Nc2cc(-n3nc(C)cc3C)ncn2)cc1 | -7 | -10 | -2 | -12 | -1 | -8 | 4 | -3 | -8
Cc1c(Cl)cccc1NC(=S)N(Cc1ccccc1)Cc1cccnc1 | 1 | -6 | 2 | -2 | 4 | -9 | 3 | 5 | 0
O=C(NC(=S)N1CCN(c2ccccc2)CC1)c1ccc(S(=O)(=O)N2CCOCC2)cc1 | 6 | 2 | 5 | -5 | 0 | 10 | 3 | 6 | 0
COc1cccc(NC(=O)c2ccc(CN3CCc4ccccc4C3)cc2)c1 | -2 | -5 | -2 | -3 | -3 | 9 | -25 | -2 | -4
COc1ccc(OCCn2ccnc2)cc1 | 3 | -4 | 5 | -3 | -1 | 3 | 3 | 10 | 2
